MEX-5 binding – C. elegans MEX-5 TCR-2 RNA binding activity. MEX-5/FITC-TCR2 RNA binding, fluorescence polarization; hits give low values. activity score (negative = inhibition of binding), % at 10 µM. hit rate 0.38% among 300,000. AID 1832;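 active means inhibition past about -25% in most replicates, and total fluorescence under double the plate's negative control median, limit read from the data; inconclusive means replicates evenly split on the limit, or fluorescence at least double controls; inactive means too little inhibition in most replicates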;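 further: 0% = DMSO and -100% = 5 µM competing unlabeled TCR2 RNA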
Fam108B inh – Fam108B inhibition, counter-screen for RBBP9 inhibitors; hit rate 0.33% among 300,000; AID 1947; recombinant Fam108B, FP-Rh probe fluorescence polarization; inhibition, % at 9.51 µM;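 active means inhibition above the screen mean inhibition plus 3 SD, computed separately per campaign, cut at about 18% in these data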;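 further: inhibitors lower polarization as less probe binds the enzyme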
GLD-1 RNA inh – GLD-1-TGE RNA interaction inhibition (C. elegans) | purified GLD-1 + fluorescein TGE RNA, fluorescence polarization | inhibition, % at 5.96 µM | hit rate 0.44% among 320,000 | AID 2280;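 active means percent inhibition above a per-plate cutoff, the plate mean of test compounds plus 3 SD, cut at about 30% in these data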;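 further: 0% = DMSO wells with GLD-1 and probe and 100% = wells lacking GLD-1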
Target sequence (Q17339 whole entry, looked up): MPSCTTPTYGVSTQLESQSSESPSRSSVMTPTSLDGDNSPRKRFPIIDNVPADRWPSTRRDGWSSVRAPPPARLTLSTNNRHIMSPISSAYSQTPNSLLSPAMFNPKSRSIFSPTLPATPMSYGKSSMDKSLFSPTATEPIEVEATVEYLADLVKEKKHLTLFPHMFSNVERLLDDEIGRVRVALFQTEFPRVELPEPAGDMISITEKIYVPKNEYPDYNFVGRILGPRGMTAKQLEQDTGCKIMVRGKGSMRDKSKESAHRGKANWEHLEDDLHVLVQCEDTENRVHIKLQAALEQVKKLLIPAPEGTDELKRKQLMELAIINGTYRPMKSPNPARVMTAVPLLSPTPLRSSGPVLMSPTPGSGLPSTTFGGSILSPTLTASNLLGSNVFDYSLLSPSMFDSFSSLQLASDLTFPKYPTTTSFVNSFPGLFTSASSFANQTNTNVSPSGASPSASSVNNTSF
MCL1-BIM inh – disrupts human MCL1 binding to BIM-BH3 peptide; inhibition, % at 10.9 µM; GST-MCL1 / FITC-Bim-BH3 fluorescence polarization; Q07820; hit rate 0.68% among 320,000; AID 2057;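 active means inhibition above the mean inhibition of all tested compounds plus 3 SD, set per campaign, cut at about 40% in these data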;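 further: 0% = DMSO wells and 100% = unlabeled Bim-BH3 peptide control; higher means more loss of mP so more displacement of Bim peptide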
CIT2 TOR yeast – yeast TOR pathway CIT2-GFP modulation | S. cerevisiae CIT2-GFP strain, flow cytometry, 3 h; 100 means same as DMSO wells | GFP response vs DMSO, % at 10 µM | hit rate 0.065% among 320,000 | AID 2029;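 active means GFP response relative to DMSO above a set limit, near the screen mean plus 3 SD, cut at about 150% in these data; inconclusive means Fewer than 70 cells measured for a yeast strain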;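 further: ratio of well median GFP fluorescence to mean of DMSO wells on the plate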
GRK2 aptamer HTS – inhibitors of human GRK2 displacing RNA aptamer | P25098 | bead flow cytometry, FAM-aptamer displacement from GRK2 | inhibition of aptamer binding, % at 10 µM | hit rate 0.59% among 330,000;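 active means inhibition of aptamer binding above 40%, roughly 3 SD of noise, on plates passing a quality check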;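 further: median bead fluorescence of bound FAM aptamer so fluorescent compounds give negative values; no value below 0 was filed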
AGP1 TOR yeast – alters AGP1-GFP fluorescence in TOR pathway yeast screen | GFP response vs DMSO, % at 10 µM | hit rate 0.02% among 320,000 | S. cerevisiae AGP1-GFP multiplex flow cytometry, 3 h; GFP as percent of DMSO wells;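 active means GFP response relative to DMSO above a set limit, near screen average plus 3 SD, cut at about 150% in these data; inconclusive means fewer than 70 cells counted for the yeast strain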;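 further: median GFP channel fluorescence of the gated AGP1 strain per well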
Bcl-xL primary – inhibitors of human Bcl-xL; GST-Bcl-xL / FITC-Bim BH3 peptide fluorescence polarization; inhibition, % at 10.9 µM; hit rate 0.7% among 320,000; Q07817;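 active means inhibition above the mean of all tested compounds plus 3 SD, cutoff set per campaign, cut at about 30% in these data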;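 further: 0% = DMSO wells and 100% = unlabeled Bim-BH3 peptide competitor; inhibitors lower millipolarization by displacing the labeled peptide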
Target sequence (Q07817 whole entry, looked up): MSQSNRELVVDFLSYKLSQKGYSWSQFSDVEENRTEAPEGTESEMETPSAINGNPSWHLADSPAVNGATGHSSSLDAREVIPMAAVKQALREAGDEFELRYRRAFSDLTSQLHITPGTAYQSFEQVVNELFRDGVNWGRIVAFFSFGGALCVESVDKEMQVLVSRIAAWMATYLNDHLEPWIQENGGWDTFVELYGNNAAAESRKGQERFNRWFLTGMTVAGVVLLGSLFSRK
VLA-4 inh – inhibition in a human VLA-4 binding assay; AID 2557; inhibition, % (about 7 µM as worked out from the volumes in the protocol); VLA-4 expressing cells, ligand binding flow cytometry; hit rate 0.2% among 330,000; in the data active means inhibition above about 50%
An asterisk follows results filed as active; ? = inconclusive; / = no result given; [ ] = another dose, or the depositor's remark. This is a random part of the collection. Share with any hit: about 2.2%.

SMILES	MEX-5 binding	Fam108B inh	GLD-1 RNA inh	MCL1-BIM inh	CIT2 TOR yeast	GRK2 aptamer HTS	AGP1 TOR yeast	Bcl-xL primary	VLA-4 inh
CCOC(=O)N1CCN(CC(O)COC(CC)c2ccccc2)CC1 (centres undefined)	3.0	1	-2	4	94	0	92	1	0
Cc1ccc(S(=O)(=O)Nc2cc(C(=O)NCCN3CCCC3)ccc2N2CCCCC2)cc1	5.4	4	7	5	97	0	95	6	-6
CCN(C(=O)c1cc(S(=O)(=O)N2CCCCC2)c[nH]1)c1ccc(OC)cc1	1.3	4	1	-2	99	3	103	4	-5
CCOc1ccc(NC(=S)NC(=O)/C=C/c2ccc(OC)c(OC)c2)c([N+](=O)[O-])c1	1.0	0	0	7	95	1	91	5	20
COc1cccc(N2CC(C)Cn3c2nc2c3c(=O)[nH]c(=O)n2C)c1 (centres undefined)	-0.6	/	/	/	106	2	105	/	2
COc1cccc(OC)c1CN(C)C(=O)c1cnccc1C(F)(F)F	4.8	-1	7	-6	91	1	101	2	16
Cc1cc(NC(=O)COC(=O)c2cccc(O)c2)no1	-0.2	-2	7	2	98	0	94	5	-19
CC(C)N(c1ccccc1)c1ccc(NC(=O)C2CCCO2)cc1 (centres undefined)	1.2	-3	7	8	110	0	/	5	15
COC(=O)c1sccc1NC(=S)N1CCN(c2cc(C)ccc2C)CC1	/	3	-7	0	106	2	105	8	-9
Cc1ccccc1/C=C/c1cc[n+](C)cc1	2.6	4	2	-12	105	1	94	-6	9
COc1ccc(OC)c(S(=O)(=O)N2CCC(C(=O)Nc3ccc(C)c(C)c3)CC2)c1	-3.5	-4	-6	-4	103	1	103	2	30
COc1cc(CC(NC(C)=O)C(=O)NC2CCN(c3nc(C)cc(C)c3C#N)CC2)cc(OC)c1 (centres undefined)	1.9	4	-3	6	102	0	107	1	-7
CC(C)Cc1nnc(NC(=O)CC(C)c2ccccc2)s1 (centres undefined)	2.5	-1	5	6	99	2	99	2	12
CC1CN(C(=O)C(C)N2CCN(c3cccc(Cl)c3)CC2)CC(C)O1 (centres undefined)	-0.4	-2	-6	2	104	0	103	2	1
CCO/C=C1/C(=O)N(CC)c2ccccc21	1.2	-1	-3	3	94	0	92	4	7
CN(C)S(=O)(=O)c1ccc(Cl)c(NC(=O)COC(=O)/C=C/c2cnc3ccccc3n2)c1	-2.2	2	1	-2	100	1	95	-1	-5
Oc1ccc(/C=N/N2CCCCC2)c(O)c1	-1.3	-2	2	6	88	0	96	5	8
O=C(Nc1ccccn1)c1ccc(Cl)c(S(=O)(=O)N2CCOCC2)c1	0.9	1	3	9	100	2	99	9	-2
CC(=O)NCC(=O)OCC(=O)c1ccc(C)c(C)c1	-0.9	1	6	5	101	2	105	2	1
CCOC(=O)c1c(NC(=O)C2=C(C)NC(=S)NC2c2ccc(C)cc2)sc(C)c1C (centres undefined)	2.2	-13	2	6	104	0	101	3	0
CCc1ccc2c(CN(C)Cc3ccccc3OC)cc(=O)oc2c1	-2.3	-2	5	-15	99	4	97	1	5
Cn1cnnc1SCC(=O)Nc1ccc2ccccc2c1	/	/	7	-6	109	0	110	0	1
O=C(NCC1CCCO1)C1CCC(=O)N1Cc1ccccc1Cl (centres undefined)	-0.5	0	3	2	113	0	107	0	-8
CC(=O)c1ccc(NC(=O)CSc2ccc(-c3ccc(-n4cccn4)cc3)nn2)cc1	-1.3	0	5	-3	104	0	102	3	2
COCCn1c(Cc2cccn2C)nnc1SCC(=O)NCc1ccc2c(c1)OCO2	0.4	0	4	0	108	0	99	-3	-12

In another format: entries from further up
Sequence of screens: MEX-5 binding | Fam108B inh | GLD-1 RNA inh | MCL1-BIM inh | CIT2 TOR yeast | GRK2 aptamer HTS | AGP1 TOR yeast | Bcl-xL primary | VLA-4 inh
COc1cccc(N2CC(C)Cn3c2nc2c3c(=O)[nH]c(=O)n2C)c1 (centres undefined)
    -0.6 | / | / | / | 106 | 2 | 105 | / | 2
COc1cccc(OC)c1CN(C)C(=O)c1cnccc1C(F)(F)F
    4.8 | -1 | 7 | -6 | 91 | 1 | 101 | 2 | 16

Following part:
SMILES	MEX-5 binding	Fam108B inh	GLD-1 RNA inh	MCL1-BIM inh	CIT2 TOR yeast	GRK2 aptamer HTS	AGP1 TOR yeast	Bcl-xL primary	VLA-4 inh
CSc1ccccc1NC(=O)c1cc(CC(C)C)on1	-1.3	4	-1	3	107	0	103	4	-16
Oc1ccccc1/C=N/n1cnn(Cc2ccccc2Cl)c1=S	-1.8	0	-2	1	102	5	105	2	-1
c1ccc(-c2onc(-c3ccco3)c2-c2ccc3c(c2)OCO3)cc1	1.0	-4	-2	10	96	1	89	7	2
O=C(NCC1CCCO1)c1coc2nc3ccccc3nc12 (centres undefined)	-6.8	-6	-4	1	107	1	104	4	-12
CC(C)c1c(O)nc(SCC(=O)N2CCOCC2)[nH]c1=O	2.8	3	0	10	113	2	106	4	0
CC(=O)NC(Cc1ccccc1)C(=O)NC1CCN(C(=O)NC2CCCCC2)CC1 (centres undefined)	-1.0	4	3	1	98	0	103	1	9
CC1(C(=O)NC2CCCCCCC2)CCC(=O)N1CCN1CCOCC1 (centres undefined)	1.8	0	4	6	96	0	99	2	39
CCOC(=O)c1cnc2c(C)cccc2c1NCCc1ccc(OC)c(OC)c1	-1.0	0	1	5	82	0	87	3	-3
COc1ccc(CCNC(=O)COc2ccccc2[N+](=O)[O-])cc1OC	-0.9	0	-3	1	83	2	92	-6	9
COc1ccc(CC(=O)NC2CCN(CC(=O)Nc3ccc4c(c3)OCCO4)CC2)cc1OC	-0.8	8	6	2	96	0	101	0	10
CC(C)N(CCc1ccncc1)C(=S)Nc1ccc(F)c(Cl)c1	-0.7	1	2	11	89	0	94	2	5
CCc1cccc(OCC2Cn3c(nc4c3c(=O)[nH]c(=O)n4C)O2)c1 (centres undefined)	2.1	-7	-8	1	?	0	22[may fluoresce violet]	0	5
Cc1ccccc1C(=O)N/N=C/c1cccc2ccccc12	1.9	-3	-1	9	98	2	100	4	8
CCN(CCn1cccn1)C(=O)CCc1nnc(Cc2c[nH]c3ccccc23)o1	-0.5	-4	-2	-1	85	1	92	3	10
CCc1noc(C)c1C(=O)NNC(=O)c1cc(OC)cc(OC)c1	/	/	2	-5	106	0	106	-8	8
O=C1C=C(c2ccccc2)C[C@H](c2cccs2)[C@H]1n1cnc([N+](=O)[O-])c1	1.8	-10	1	8	110	8	107	3	5
CCCN(CCC)CCCNC(=O)c1cc2c(=O)n(CC)c3ccccc3c2s1	0.2	0	3	7	103	0	98	5	-5
CC(C)CNS(=O)(=O)c1ccc(CC(C)C)cc1	1.6	-2	-19	-9	96	0	101	-7	9
O=C(COC(=O)c1ccc(NS(=O)(=O)c2cccs2)cc1)NCc1ccco1	-0.7	2	4	21	96	13	101	7	11
Cc1cc(C(=O)OCC(=O)Nc2ccc(F)cc2F)c(C)o1	0.5	3	8	2	93	5	101	7	-2
CN(C)c1cc(-c2ccc(Cl)c(Cl)c2)oc(=O)c1Cl	1.2	-1	2	6	102	0	100	5	-1
CC1(C)C(=O)Nc2ccccc2N1C(=O)CSc1nc(-c2ccccc2)cs1	-1.0	-4	1	7	106	0	99	7	-14
CCOC(=O)/C(=N/Nc1ccccc1OC)N1CCCc2ccccc21	7.9	2	-6	4	98	0	103	8	0

At a glance, some entries already given:
SMILES	MEX-5 binding	Fam108B inh	GLD-1 RNA inh	MCL1-BIM inh	CIT2 TOR yeast	GRK2 aptamer HTS	AGP1 TOR yeast	Bcl-xL primary	VLA-4 inh
CC(C)N(CCc1ccncc1)C(=S)Nc1ccc(F)c(Cl)c1	-0.7	1	2	11	89	0	94	2	5
CCc1cccc(OCC2Cn3c(nc4c3c(=O)[nH]c(=O)n4C)O2)c1 (centres undefined)	2.1	-7	-8	1	?	0	22[may fluoresce violet]	0	5
Cc1ccccc1C(=O)N/N=C/c1cccc2ccccc12	1.9	-3	-1	9	98	2	100	4	8
CCN(CCn1cccn1)C(=O)CCc1nnc(Cc2c[nH]c3ccccc23)o1	-0.5	-4	-2	-1	85	1	92	3	10
CCc1noc(C)c1C(=O)NNC(=O)c1cc(OC)cc(OC)c1	/	/	2	-5	106	0	106	-8	8
O=C1C=C(c2ccccc2)C[C@H](c2cccs2)[C@H]1n1cnc([N+](=O)[O-])c1	1.8	-10	1	8	110	8	107	3	5
CCCN(CCC)CCCNC(=O)c1cc2c(=O)n(CC)c3ccccc3c2s1	0.2	0	3	7	103	0	98	5	-5
CC(C)CNS(=O)(=O)c1ccc(CC(C)C)cc1	1.6	-2	-19	-9	96	0	101	-7	9
O=C(COC(=O)c1ccc(NS(=O)(=O)c2cccs2)cc1)NCc1ccco1	-0.7	2	4	21	96	13	101	7	11
Cc1cc(C(=O)OCC(=O)Nc2ccc(F)cc2F)c(C)o1	0.5	3	8	2	93	5	101	7	-2
CN(C)c1cc(-c2ccc(Cl)c(Cl)c2)oc(=O)c1Cl	1.2	-1	2	6	102	0	100	5	-1
CC1(C)C(=O)Nc2ccccc2N1C(=O)CSc1nc(-c2ccccc2)cs1	-1.0	-4	1	7	106	0	99	7	-14
CCOC(=O)/C(=N/Nc1ccccc1OC)N1CCCc2ccccc21	7.9	2	-6	4	98	0	103	8	0

Source: PubChem BioAssay
